MsrA inh: bovine MsrA enzyme inhibitors, primary screen, biochemical, absorbance, HTS; Methionine sulfoxide reductase A (Bos taurus); inhibition, % at 15.5 µM; purified bovine MsrA, absorbance read-out; AID 651718, 2012; actives 0.75% (n = 360,000); in the data active means inhibition above about 4.5%;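 further: 0% = vehicle wells with enzyme and 100% = reference inhibitor wells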
eLon inh: inhibitors of E. coli Lon protease, primary screen, biochemical, fluorescence polarization. actives 0.42% (n = 360,000). inhibition, % at 7.94 µM. AID 602123, 2011. purified E. coli Lon protease; in the data active means inhibition above about 13%, passing the limit was not always enough;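 further: 0% = enzyme with probe and DMSO and 100% = no enzyme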
SUMO1-SIM PPI: modulators of SUMO1 protein-protein interactions, primary screen, biochemical, uHTS | SUMO1 binding to a labelled peptide, TR-FRET, 1 h | inhibition, % at 20 µM | actives 0.33% (n = 360,000); in the data active means inhibition above about 37%
Tb MetRS inh: T. brucei MetRS inhibitors, primary screen, biochemical, luminescence; purified T. brucei MetRS, ATP depletion, Kinase-Glo luminescence; actives 0.4% (n = 360,000); inhibition, % at 11.9 µM; methionyl-tRNA synthetase (Trypanosoma brucei brucei);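 active means inhibition above a per-plate cutoff of the control wells' mean inhibition plus 3 SD, cut at about 5.5% in these data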;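 further: 0% = DMSO wells median and 100% = median of wells with control inhibitor compound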
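Dosing: 11.9 µM compound single dose, 0.9% DMSO; Assay system: purified T. brucei MetRS enzyme; Measured by: Kinase-Glo luciferase luminescence reporting remaining unconsumed ATP; Schedule: 15 min plus 2 h at 25 °C.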
LMPTP inh: LMPTP phosphatase inhibitors, primary screen, biochemical, fluorescence intensity, uHTS | Low molecular weight phosphotyrosine protein phosphatase (Homo sapiens), P24666 | recombinant LMPTP-A, OMFP fluorogenic substrate | inhibition, % at 20 µM | actives 0.22% (n = 360,000);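 active means compounds that cut the enzyme signal by at least half of the control window in the single-dose screen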;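 further: plate controls were DMSO wells with enzyme plus substrate for no effect and substrate without enzyme for full effect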
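Test system – LMPTP-A enzyme · Amount – LMPTP-A at 0.625 nM final in the reaction · Buffer or medium – Bis-Tris pH 6.0, DTT, detergent · Reagent – OMFP 400 µM · Doses – single 20 µM dose · Schedule – reaction 50 min, room temperature, dark · Detection – fluorescence intensity of OMFP turnover product · Evaluation – percent inhibition versus substrate-only and uninhibited controls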
DNMT1 inh: human DNMT1 methyltransferase inhibitors, primary screen, biochemical, molecular beacon, fluorescence, HinP1I cleavage, uHTS | DNA (cytosine-5)-methyltransferase 1 (Homo sapiens), P26358 | inhibition (reported as % activation of signal), % at 10 µM | actives 0.83% (n = 360,000); in the data active means inhibition above about 50%
Target sequence (P26358 504-1616 limits assumed): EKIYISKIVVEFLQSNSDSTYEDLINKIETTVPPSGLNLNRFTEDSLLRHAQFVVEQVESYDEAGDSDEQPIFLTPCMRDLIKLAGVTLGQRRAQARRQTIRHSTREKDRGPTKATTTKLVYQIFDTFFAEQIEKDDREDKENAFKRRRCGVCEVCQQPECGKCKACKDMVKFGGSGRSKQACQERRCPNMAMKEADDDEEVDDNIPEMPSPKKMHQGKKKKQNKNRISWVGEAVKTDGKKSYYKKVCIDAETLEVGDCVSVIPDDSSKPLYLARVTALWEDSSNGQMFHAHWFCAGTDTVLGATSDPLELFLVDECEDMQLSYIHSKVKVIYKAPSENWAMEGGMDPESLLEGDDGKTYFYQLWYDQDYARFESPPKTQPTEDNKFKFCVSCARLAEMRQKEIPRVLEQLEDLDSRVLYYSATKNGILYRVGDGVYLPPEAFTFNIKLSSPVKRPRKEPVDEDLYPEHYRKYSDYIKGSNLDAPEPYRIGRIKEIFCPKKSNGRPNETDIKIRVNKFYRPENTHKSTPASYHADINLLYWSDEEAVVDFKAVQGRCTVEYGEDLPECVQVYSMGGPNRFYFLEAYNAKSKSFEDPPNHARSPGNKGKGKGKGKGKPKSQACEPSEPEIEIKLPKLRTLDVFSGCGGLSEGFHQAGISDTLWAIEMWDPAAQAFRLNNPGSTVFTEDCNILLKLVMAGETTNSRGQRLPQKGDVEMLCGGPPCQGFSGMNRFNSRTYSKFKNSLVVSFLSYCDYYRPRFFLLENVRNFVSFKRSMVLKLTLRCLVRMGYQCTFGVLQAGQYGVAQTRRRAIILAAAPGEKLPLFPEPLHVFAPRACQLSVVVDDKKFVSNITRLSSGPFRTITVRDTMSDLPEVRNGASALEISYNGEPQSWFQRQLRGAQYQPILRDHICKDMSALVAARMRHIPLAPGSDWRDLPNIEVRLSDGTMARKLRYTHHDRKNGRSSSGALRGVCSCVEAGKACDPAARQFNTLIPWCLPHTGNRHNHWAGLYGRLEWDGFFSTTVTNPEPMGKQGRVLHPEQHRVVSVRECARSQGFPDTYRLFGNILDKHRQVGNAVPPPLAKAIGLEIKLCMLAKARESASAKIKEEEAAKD
STEP block: STEP phosphatase inhibitors, primary screen, biochemical, fluorescence intensity, uHTS; Tyrosine-protein phosphatase non-receptor type 5 (Homo sapiens), P54829; recombinant STEP, OMFP fluorogenic substrate; inhibition, % at 20 µM; actives 0.25% (n = 360,000); AID 588621, 2011;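 active means inhibition at 20 µM, scaled per plate between control wells, above about 37%, limit read from the data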;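 further: 0% = DMSO with enzyme and substrate and 100% = substrate only without enzyme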
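System: STEP phosphatase, cell-free reaction; Buffer or medium: Bis-Tris pH 6.0 buffer with DTT, detergent; Incubation: 20 min at room temperature, dark; Measured by: fluorescence, 480/540 nm.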
Scp-1 inhibitor: Scp-1 phosphatase inhibitors, primary screen, biochemical, colorimetric, uHTS; Carboxy-terminal domain RNA polymerase II polypeptide A small phosphatase 1 (Homo …; Recombinant Scp1, phosphopeptide, malachite green phosphate absorbance; inhibition, % at 20 µM; actives 0.88% (n = 340,000);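 active means inhibition above about 50% at 20 µM, limit read from the data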;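 further: plate controls were DMSO wells with enzyme for no effect and wells lacking enzyme for full effect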
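Material – SCP-1 phosphatase catalytic domain, residues 76-261 · Buffer or medium – Acidic Tris acetate buffer with magnesium and detergent · Also added – Phospho 17-mer peptide substrate · Compound – single 20 µM dose, 1% DMSO · Times – 45 min room-temperature reaction, 5 min colour, 30 min stabiliser · Technique – Phosphate-binding colour reagent, absorbance read at 630 nm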
MsrA act: bovine MsrA enzyme activators, primary screen, biochemical, absorbance, HTS; Methionine sulfoxide reductase A (Bos taurus); purified bovine MsrA, absorbance read-out; activation, % at 10.6 µM; actives 0.3% (n = 360,000); AID 602163, 2012; in the data active means activation above about 7.5%;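 further: 0% = vehicle and 100% = reference activator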
CendR NRP1 mod: modulators of CendR peptide binding to NRP-1, primary screen, biochemical, fluorescence polarization, uHTS. Neuropilin-1 (Homo sapiens), O14786. FAM-RPARPAR peptide binding to NRP-1. inhibition, % at 25 µM. actives 0.85% (n = 360,000). AID 602438, 2012;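 active means inhibition or corrected inhibition above about 18%, plus a signal ratio from 0.5 to 1.5, limit read from the data, passing the limit was not always enough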; further: strong numbers were not always called active
The depositor's hits bear a star.

Results for CCS(=O)(=O)N1CCN(Cc2ccncc2)CC1 ?
MsrA inh: 0.0; eLon inh: -5.9; SUMO1-SIM PPI: -0.3; Tb MetRS inh: 0.0; LMPTP inh: -0.5; DNMT1 inh: -0.1; STEP block: 0.7; Scp-1 inhibitor: -2.0; MsrA act: -0.5; CendR NRP1 mod: 7.6

What do the screens show for `Cc1ccc(C2(C)NC(=O)N(CC(=O)Nc3ccccc3N3CCCC3)C2=O)cc1` (stereo not drawn)?
eLon inh: 4.3; SUMO1-SIM PPI: 0.3; Tb MetRS inh: -0.6; LMPTP inh: -0.4; DNMT1 inh: -1.5; STEP block: -1.4; Scp-1 inhibitor: -3.5; MsrA act: -4.0; CendR NRP1 mod: 3.9

What do the screens show for `CCOC(=O)c1c(NC(=O)C2C3CCC(O3)C2C(=O)O)sc2c1CCC(CC)C2` (stereo not drawn)?
MsrA inh: 1.5; eLon inh: -4.8; SUMO1-SIM PPI: 1.6; Tb MetRS inh: 0.1; LMPTP inh: 0.2; DNMT1 inh: 3.3; STEP block: -0.1; Scp-1 inhibitor: -4.2; MsrA act: -4.5; CendR NRP1 mod: 3.1

What do the screens show for `CCOc1cc(C(=O)OCC(=O)Nc2c(C)cccc2C)ccc1OCC(=O)N1CCOCC1`?
MsrA inh: -0.9; eLon inh: -4.3; SUMO1-SIM PPI: -2.1; Tb MetRS inh: -0.2; LMPTP inh: -1.0; DNMT1 inh: 0.3; STEP block: -1.8; Scp-1 inhibitor: -2.8; MsrA act: -0.9; CendR NRP1 mod: 10.7

How did Cc1c(C(=O)OC(C)C(C)C[N+](C)(C)C)oc2ccccc12 (stereo not drawn) do in these assays?
MsrA inh: -0.5; eLon inh: 4.2; SUMO1-SIM PPI: 0.4; Tb MetRS inh: -0.6; LMPTP inh: -2.4; DNMT1 inh: -0.1; STEP block: -11.6; Scp-1 inhibitor: 17.4; MsrA act: -2.5; CendR NRP1 mod: 1.5

How did COC(=O)[C@]1(C)N[C@H](CN(C)C(=O)Nc2ccc(OC)cc2)[C@@H]2C(=O)N(C)C(=O)[C@@H]21 do in these assays?
MsrA inh: -0.5; eLon inh: 7.2; SUMO1-SIM PPI: -4.7; Tb MetRS inh: 0.5; LMPTP inh: -0.2; DNMT1 inh: 4.2; STEP block: -2.3; Scp-1 inhibitor: -8.0; MsrA act: -1.3; CendR NRP1 mod: -2.3

What do the screens show for `O=C(O)CSc1nc2ccccc2c(=O)[nH]1`?
MsrA inh: -0.2; eLon inh: -4.7; SUMO1-SIM PPI: 0.6; Tb MetRS inh: -0.1; LMPTP inh: -0.2; DNMT1 inh: 2.6; STEP block: -1.8; Scp-1 inhibitor: -9.4; MsrA act: -0.9; CendR NRP1 mod: -8.8

How did Cc1cccc(C)c1Nc1c(-c2ccc(N3CCOCC3)cc2)nc2cnccn12 do in these assays?
MsrA inh: 1.3; eLon inh: -7.3; SUMO1-SIM PPI: -5.9; Tb MetRS inh: -0.2; LMPTP inh: 1.1; DNMT1 inh: -4.2; STEP block: 3.9; Scp-1 inhibitor: -10.6; MsrA act: -3.1; CendR NRP1 mod: -16.8

Results for O=C(CC1SC(=O)N(c2ccccc2)C1=O)Nc1ccc(Cl)cc1 (stereo not drawn) ?
MsrA inh: -1.8; eLon inh: -3.9; SUMO1-SIM PPI: 1.3; Tb MetRS inh: 0.6; LMPTP inh: -1.0; DNMT1 inh: 1.0; STEP block: -2.6; Scp-1 inhibitor: -12.8; MsrA act: -5.7; CendR NRP1 mod: -3.5

What do the screens show for `CCOc1cc(OCC)cc(C(=O)N2CCC[C@@H]2C(=O)N2CCC[C@@H]2C(=O)NCc2ccccc2Cl)c1`?
MsrA inh: -0.1; eLon inh: -8.4; SUMO1-SIM PPI: 13.0; Tb MetRS inh: -1.0; LMPTP inh: 0.0; MsrA act: 0.8; CendR NRP1 mod: -10.8

How did CCOc1ccc(NC(=O)CN(C)C(=O)c2cc([N+](=O)[O-])ccc2N2CCCCC2)cc1OCC do in these assays?
MsrA inh: 0.2; eLon inh: 0.2; SUMO1-SIM PPI: -25.5; Tb MetRS inh: -0.6; LMPTP inh: 2.9; DNMT1 inh: -0.6; STEP block: 3.5; Scp-1 inhibitor: -0.1; MsrA act: -7.1; CendR NRP1 mod: 10.7

Results for Cc1ccccc1Cn1cc(NC(=O)c2cc3nc(-c4ccco4)cc(C(F)(F)F)n3n2)cn1 ?
MsrA inh: 1.2; eLon inh: -15.7; SUMO1-SIM PPI: 1.9; Tb MetRS inh: 0.0; LMPTP inh: 3.1; DNMT1 inh: -10.2; STEP block: -0.9; Scp-1 inhibitor: -7.9; MsrA act: 1.4; CendR NRP1 mod: 12.7

Results for Clc1cccc(CSc2ccc(-c3ccco3)nn2)c1 ?
MsrA inh: 0.2; eLon inh: -3.1; SUMO1-SIM PPI: -9.9; Tb MetRS inh: -0.5; LMPTP inh: 2.4; DNMT1 inh: 2.6; STEP block: 2.7; Scp-1 inhibitor: -8.9; MsrA act: 1.9; CendR NRP1 mod: -7.1

What do the screens show for `CCCc1cc(-c2nc(N)ncc2-c2ccc3c(c2)OCCCO3)c(O)cc1OC`?
MsrA inh: 0.4; eLon inh: -0.2; SUMO1-SIM PPI: -0.8; Tb MetRS inh: -0.3; LMPTP inh: 3.8; DNMT1 inh: -2.7; STEP block: 2.0; Scp-1 inhibitor: 8.2; MsrA act: 0.8; CendR NRP1 mod: 6.8

Results for N#Cc1ccc(C(=O)Nc2nnc(-c3ccccn3)o2)cc1 ?
MsrA inh: 3.4; eLon inh: 1.6; SUMO1-SIM PPI: 9.6; Tb MetRS inh: -1.2; LMPTP inh: -1.8; DNMT1 inh: 11.9; STEP block: -0.5; Scp-1 inhibitor: -5.3; MsrA act: -9.5; CendR NRP1 mod: -2.6

Results for Cc1ccccc1C(=O)Nc1nnc(-c2ccco2)o1 ?
MsrA inh: 0.5; eLon inh: -0.8; SUMO1-SIM PPI: -0.8; Tb MetRS inh: -1.0; LMPTP inh: -2.7; DNMT1 inh: -1.4; STEP block: -0.5; Scp-1 inhibitor: -0.4; MsrA act: -1.6; CendR NRP1 mod: 4.1

How did O=C(NN=C1CCCC1)c1ccc(Br)cc1 do in these assays?
MsrA inh: 0.6; eLon inh: -1.0; SUMO1-SIM PPI: -1.9; Tb MetRS inh: -0.5; LMPTP inh: -1.2; DNMT1 inh: -1.9; STEP block: -0.1; Scp-1 inhibitor: -7.3; MsrA act: -1.2; CendR NRP1 mod: 11.1

Results for Cc1oc2ccc(O)c(CN3CCOCC3)c2c1C(=O)c1ccc(Cl)cc1 ?
MsrA inh: 1.8; eLon inh: -2.6; SUMO1-SIM PPI: -4.4; Tb MetRS inh: -1.2; LMPTP inh: -1.0; DNMT1 inh: -3.3; STEP block: -2.1; Scp-1 inhibitor: 4.7; MsrA act: -3.2; CendR NRP1 mod: -16.4

What do the screens show for `O=C(NCc1cnc2ccccn12)C1CCC(=O)N(Cc2ccccc2F)C1` (stereo not drawn)?
MsrA inh: 1.2; eLon inh: -2.8; SUMO1-SIM PPI: 7.5; Tb MetRS inh: -0.3; LMPTP inh: -0.8; DNMT1 inh: 3.9; STEP block: -1.6; Scp-1 inhibitor: -12.6; MsrA act: -3.5; CendR NRP1 mod: 6.5

What do the screens show for `COc1ccc(OCCn2cncn2)cc1`?
MsrA inh: -0.7; eLon inh: -2.7; SUMO1-SIM PPI: 0.0; Tb MetRS inh: -1.2; LMPTP inh: -0.7; DNMT1 inh: 0.8; STEP block: -0.1; Scp-1 inhibitor: 3.0; MsrA act: -10.5; CendR NRP1 mod: 1.5

How did COc1ccc(N(CC(=O)N2CCOCC2)S(C)(=O)=O)cc1OC do in these assays?
MsrA inh: -0.5; eLon inh: -8.0; SUMO1-SIM PPI: 6.7; Tb MetRS inh: -0.3; LMPTP inh: 1.1; DNMT1 inh: -3.4; STEP block: -1.4; Scp-1 inhibitor: -5.0; MsrA act: -2.5; CendR NRP1 mod: 11.2

How did N#Cc1ccc(NC(=O)COC(=O)c2ccc(F)c(S(=O)(=O)N3CCOCC3)c2)cc1 do in these assays?
MsrA inh: 0.7; eLon inh: 1.2; SUMO1-SIM PPI: 1.3; Tb MetRS inh: -0.5; LMPTP inh: 0.1; DNMT1 inh: 2.3; STEP block: -1.7; Scp-1 inhibitor: -7.3; MsrA act: -10.5; CendR NRP1 mod: 4.8

How did Nc1nnnn1/N=C\c1ccc(Cl)c([N+](=O)[O-])c1 do in these assays?
MsrA inh: 0.4; eLon inh: 1.9; SUMO1-SIM PPI: -21.3; Tb MetRS inh: -2.2; LMPTP inh: -2.7; DNMT1 inh: 4.8; STEP block: 0.4; Scp-1 inhibitor: 8.1; MsrA act: -11.3; CendR NRP1 mod: -3.4

How did Cc1ccc2nc(-c3ccc(NC(=O)CN(c4ccccc4C)S(C)(=O)=O)cc3)sc2c1 do in these assays?
MsrA inh: 0.5; eLon inh: -4.2; SUMO1-SIM PPI: 2.5; Tb MetRS inh: -1.0; LMPTP inh: 3.5; DNMT1 inh: -0.9; STEP block: -3.5; Scp-1 inhibitor: -7.1; MsrA act: -4.5; CendR NRP1 mod: -18.4

What do the screens show for `Cc1nc(NC(=O)c2ccc(Br)o2)sc1C`?
MsrA inh: 2.4; eLon inh: -3.8; SUMO1-SIM PPI: 1.9; Tb MetRS inh: -0.6; LMPTP inh: 0.7; DNMT1 inh: 4.2; STEP block: 2.6; Scp-1 inhibitor: -7.6; MsrA act: -2.8; CendR NRP1 mod: -9.8

Results for O=C(/C=C/c1ccc(OC(F)F)cc1)OCC(=O)N1CCC(c2ccccc2)=N1 ?
MsrA inh: 0.0; eLon inh: -2.5; SUMO1-SIM PPI: -5.5; Tb MetRS inh: 0.0; LMPTP inh: 6.2; DNMT1 inh: -16.1; STEP block: 1.7; Scp-1 inhibitor: -14.2; MsrA act: 5.3; CendR NRP1 mod: -0.5
